LmPK inhibitor: blocks Leishmania mexicana pyruvate kinase activity; Q27686; purified LmPK, Kinase-Glo ATP luminescence, 1 h; Potency, µM (highest dose often 57.5 µM), inactives show top-dose activity change, negative = inhibition, actives largely listed as inhibitors; 0.37% of 290,000 active; AID 1721; also: potency is read from the fitted curve at half-maximal effect; % is scaled to controls: 0 for no effect and ±100 for the full control effect
Target sequence (Q27686 whole entry, looked up): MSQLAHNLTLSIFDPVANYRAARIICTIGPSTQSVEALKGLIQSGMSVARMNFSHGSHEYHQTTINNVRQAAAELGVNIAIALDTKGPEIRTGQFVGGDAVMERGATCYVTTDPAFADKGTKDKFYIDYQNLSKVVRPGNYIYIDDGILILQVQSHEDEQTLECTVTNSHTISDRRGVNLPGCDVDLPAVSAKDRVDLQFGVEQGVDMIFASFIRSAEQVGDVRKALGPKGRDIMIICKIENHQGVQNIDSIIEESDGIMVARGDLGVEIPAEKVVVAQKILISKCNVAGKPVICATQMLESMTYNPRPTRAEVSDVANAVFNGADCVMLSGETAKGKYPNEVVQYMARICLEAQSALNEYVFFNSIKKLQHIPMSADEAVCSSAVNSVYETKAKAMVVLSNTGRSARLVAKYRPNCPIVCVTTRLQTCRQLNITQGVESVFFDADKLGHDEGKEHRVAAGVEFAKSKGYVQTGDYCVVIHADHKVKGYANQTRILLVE
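Purified LmPK (0.1 nM) with 0.5 mM PEP and 0.1 mM ADP in imidazole buffer pH 7.2 with MgCl2/KCl, 1 h at room temperature. ATP formed was read by luciferase luminescence and normalized to no-enzyme and uninhibited controls.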
Tb PYK inh: T. brucei pyruvate kinase inhibition | Q57TT1 | TbPYK enzyme, Kinase-Glo Plus ATP luminescence, 45 min | Potency, µM (top dose mostly 76.8 µM), for inactives: at the highest dose activity, negative = inhibition, usual class: inhibitors | 0.12% of 410,000 active | AID 624173; also: potency is read from the fitted curve at half-maximal effect; % is scaled to controls: 0 for no effect and ±100 for the full control effect; nearly all actives have a fitted effect of over 50% in size
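ADP (130 uM final) triggers the TbPYK reaction after compound addition; incubation is 45 min at room temperature. Kinase-Glo Plus is then added and luminescence imaged. Normalized data are fitted to concentration-effect curves.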
CHX counter: counter-screen hit for Shiga toxin inhibitors, cycloheximide; cell reporter, cycloheximide protein synthesis inhibition counterscreen; max response, %; 12% of 300,000 active; in the data active = max response mostly above about 13%, no sharp cut-off; inactive = mostly below about 14%; also: read at 38.3 µM for the half of the compounds with a filed dose; 0% is about no effect
Pf growth 96h: P. falciparum growth inhibition at 96 hours. P. falciparum luciferase reporter growth, 96 h. Potency, µM (top dose mostly 28.7 µM), inactives show top-dose activity change, negative = inhibition, actives largely listed as inhibitors. 6.9% of 320,000 active; also: potency is read from the fitted curve at half-maximal effect; % is scaled to controls: 0 for no effect and ±100 for the full control effect
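Readout is luminescence from an integrated firefly luciferase in P. falciparum. Red cells, 2% hematocrit and 0.05% parasitemia final, were cultured with compound through two parasite generations (96 hours) at 37 C, 5% CO2.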
Pf growth 48h: P. falciparum growth inhibition at 48 hours (one generation); 5.9% of 310,000 active; Potency, µM (doses to about 28.7 µM), without a hit: at the top dose activity change, negative = inhibition, actives largely listed as inhibitors; AID 504832; P. falciparum luciferase growth in erythrocytes, 48 h; also: potency is read from the fitted curve at half-maximal effect; % is scaled to controls: 0 for no effect and ±100 for the full control effect
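First compound was added to culture medium, then infected red cells at 0.1% parasitemia and 2% hematocrit (final). After incubation at 37 C under 5% CO2, luciferase detection reagent was dispensed and light output recorded.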
AMA1 RON2 block: disrupts binding of P. falciparum AMA1 to RON2; 0.2% of 360,000 active; AID 720542; AlphaScreen AMA1-biotinylated RON2 peptide binding; Potency, µM (titrated, usually from 58.2 µM), without a hit: top-dose activity change, negative = inhibition, most hits filed as inhibitors;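 also: potency is read from the fitted curve at half-maximal effect; 0% = vehicle wells and -100% = peptide control; nearly all actives have a fitted effect of over 45% in size; some results filed as inactive show a strong effect at the top dose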
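AMA1 (3D7) with his tag at 25 nM final met compounds first, then biotinylated RON2 peptide at 25 nM; detection used donor plus acceptor beads, 10 µg/mL apiece, read by AlphaScreen after 30 min at room temperature.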
Shiga toxin inh: Shiga toxin inhibition; 9.2% of 290,000 active; inhibition, % at 38.7 µM; Vero cells, Shiga toxin protein synthesis inhibition reporter; in the data active = inhibition mostly above about 28%, no sharp cut-off; inactive = mostly below about 43%; also: 0% is about no effect
* = called active by the depositor; ? = inconclusive; · = not tested or not shown; & = joins results of further samples; [ ] = remark or other dose. Unless noted, calls follow the shape of the dose curve; as a rule, active = well fitted curve in the direction sought with a large enough effect; inconclusive = small, poorly fitted or top-dose-only effect, or another doubt; inactive = no such curve, though single readings can be large; an effect the other way counts as inactive or inconclusive. Random draw from the library, and some 21% of all compounds hit somewhere here.

SMILES	LmPK inhibitor	Tb PYK inh	CHX counter	Pf growth 96h	Pf growth 48h	AMA1 RON2 block	Shiga toxin inh
COc1ccc(OC)c(C(O)C2CCCCN2)c1 (centres undefined)	1%	-1%	-5	3.3µM*	?	-7%	·
Cc1cc(C(=O)NCC(c2ccco2)N(C)C)ccc1[N+](=O)[O-] (centres undefined)	5%	-2%	8.9*	6%	-5%	2%	-4
Cc1ccc(S(=O)(=O)N2CCOC2CNC(=O)C(=O)NCc2ccccc2)cc1 (centres undefined)	0%	-1%	0	-3%	?	8%	3
CSc1ccc(S(=O)(=O)NC2CCCCCC2)cc1	3%	-3%	-3	·	?	1%	-2
N/C(=N\c1nc2ccccc2o1)NC(=O)c1cccc(Br)c1	0%	-14%	35	58%[activator]	40%[activator]	37%[activator]	1
COC(=O)Cn1c(CCS(=O)(=O)c2ccc(C)cc2)nc2ccccc21	6%	1%	4	-17%	-10%	-5%	-3
CC1=NN(c2nc(-c3ccc(C)cc3)cs2)C(=O)C1N=Nc1cccc(C)c1 (centres undefined)	-6%	-2%	20*	?	46%[activator]	14%	29
Nc1cc(=O)[nH]c(SCC(=O)NC2CCCc3ccccc32)n1 (centres undefined)	-2%	-1%	8	0%	?	-2%	2
COC(=O)C1=CN(Cc2ccc(F)cc2)C=C(C(=O)OC)C1c1cc(OC)c(OC)c(OC)c1	0%	1%	-3	-28%	1.3µM*	40%[activator]	-4
Cn1c(/C=C/c2ccc(Cl)cc2)c([N+](=O)[O-])c(=O)n(C)c1=O	-4%	-2%	1	3%	?	-5%	-11
O=C(Cn1cnc2c(nnn2-c2ccccc2)c1=O)NCCc1ccccc1	-1%	-9%	6	9%	6%	-5%	-9
CC(C)CNC(=S)NC(=O)c1csc([N+](=O)[O-])c1	-4%	9%	11	-2%	7%	25%	11
CCc1ccccc1N(C)S(=O)(=O)c1ccc2[nH]cc(C(=O)N3CCc4ccccc43)c(=O)c2c1	4%	-20%	-6	12%	?	-2%	-9
CC(OC(=O)CCN=C1NS(=O)(=O)c2ccccc21)C(=O)N(C)C1CCCCC1 (centres undefined)	·	0%	·	-4%	?	24%	·
O=C(Nc1sc2c(c1C(=O)Nc1cccc(Cl)c1)CCCC2)c1cccs1	·	?	-6	·	·	·	-5
COc1ccc(S(=O)(=O)N2CCOCC2)cc1NC(=O)COC(=O)c1ccc(C)s1	-4%	3%	-2	42%[activator]	30%[activator]	7%	-16
CCOC(=O)C(=CNc1cccc(C)c1C)C(=O)OCC	-3%	3%	-4	-11%	-11%	43%[activator]	-10
COCc1c(C(=O)OC)nnn1-c1ccccc1	-1%	-4%	-2	-4%	-3%	0%	14
COc1ccc(OC)c(C2=NNC(=NCc3ccc4c(c3)OCO4)SC2)c1	0%	-10%	-2	?	-13%	42%[activator]	-7
O=C(Nc1ccc(F)cc1F)NC1CC1	-4%	1%	-2	26%	25%	-4%	-10
COc1ccc(S(=O)(=O)n2nc(C)cc2C)cc1OC	-3%	-5%	-2	?	-4%	-4%	1
Cc1ccc(-n2ncc3c(NCc4ccc5c(c4)OCO5)ncnc32)c(C)c1	5%	-3%	-3	0%	?	-19%	-7
COc1ccccc1N1CCN(S(=O)(=O)c2ccc(Cl)cc2)CC1	5%	3%	-4	-25%	1%[0.00184 µM]	6%	-2
CC1Cc2cc(/C(O)=C3\C(=O)C(=O)N(Cc4cccnc4)C3c3ccccc3F)ccc2O1 (centres undefined)	-1%	22%	-2	-4%	1%	3%	-7
Cc1ccc(NC(=O)c2cc(-c3cccc(O)c3)on2)cc1C	-2%	3%	47*	-37%	·	7%	78*
COn1c(-c2ccccc2)nc2ncccc21	-7%	-1%	4	28%	25%	7%	-5
O=C1CN=C(c2ccccc2F)c2cc(Cl)ccc2N1	-14%	0%	-1	0%	6%	-6%	-10
O=C(CCCN1C(=O)/C(=C\c2cccs2)SC1=S)Nc1ccc(O)cc1	-2%	3%	10	57%[activator]	-21%	0%	28
O=S(=O)(CCc1ccncc1)c1ccc(Cl)cc1	-1%	1%	-4	28%	13%	8%	2
CCOC(=O)/C=C/[C@H]1CCc2cccc(Cl)c2O1	·	-6%	·	6%	?	52%[activator]	·
FC(F)(F)c1cccnc1-n1cncn1	1%	5%	1	25%	5%	3%	-4
COc1cc(/C=N/N=C(N)N)ccc1OCc1ccc(Cl)cc1	0%	0%	40*	-3%	?	-15%	76
COC(=O)Cc1cc(=O)n2[nH]cnc2n1	1%	-9%	5	8%	2%	-8%	-6
CC1CCN(C(=O)C(Cc2ccccc2)NS(=O)(=O)c2ccc3c(c2)oc(=O)n3C)CC1 (centres undefined)	6%	2%	7	?	·	1%	-13
Cc1cccc(NC(=O)Nc2ccc(Br)cc2)n1	3%	1%&1%	29*	1%	106%[activator]	-6%	59*
Nc1c(C=C2C=CC(=O)C=C2)c(=O)nc2sc(CC(=O)N3CCCCC3)nn12	7%	6%	-4	32%[activator]	3%	10%	-13
Cc1nnc(SCc2nc3ccccc3s2)n1N	8%	-1%	44*	195%[activator]	101%[activator]	15%	76*
Cc1nc(C(F)(F)F)c(C(=O)O)cc1-c1nc(-c2ccccc2)cs1	-4%	0%	-5	-3%	·	-5%	-2
CCOC(=O)c1c(NC(=O)Cn2cnc([N+](=O)[O-])n2)sc(C)c1C	3%	-12%	1	119%[activator]	-9%	-4%	17
C/[N+]([O-])=C\C1C(=O)CC(C)(C)CC1=O	6%	-1%	-1	-1%	-6%	2%	-19
O=C(CN1CCC(NC(=O)c2ccco2)CC1)Nc1ccccc1[N+](=O)[O-]	2%	·	-1	?	?	·	15
C=CCSc1ncccc1C(=O)NCCc1ccc(Cl)cc1	3%	3%	1	-26%	6%	8%	-5
Clc1ccc(OCCN2CCOCC2)cc1	1%	-4%	5	-1%	?	-6%	13
Cc1nc(C)c(C(=O)C2=C(O)C(=O)N(CCCN(C)C)C2c2ccco2)s1 (centres undefined)	6%	·	2	-20%[5.75 µM]	·	·	44
CCN1C(=O)C(C)S/C1=N\S(=O)(=O)c1ccc(F)cc1 (centres undefined)	0%	-4%	-5	-16%	-6%	18%	-3
O=c1[nH]c2ccccc2cc1-c1noc(-c2cccnc2)n1	0%	5%	2	0%	-27%	-6%	38
Cn1cnnc1SCC(=O)Nc1ccc(Br)cc1F	3%	-3%	-3	·	15%	6%	-3
CCc1nnc(NC(=O)c2ccc(-c3cccc(C(F)(F)F)c3)o2)s1	8%	2%	-5	-42%	15%	11%	-8
N/C(=N\NS(=O)(=O)c1ccccc1C(F)(F)F)c1ccccn1	7%	-5%	13	33%[activator]	?	108%[activator]	11
CC1(C)N([O-])C(c2ccccc2)=C[N+](=O)C1(C)C	3%	7%	12	23%	-5%	3%	22
O=C(CCc1nc2ccccc2c(=O)[nH]1)OCc1nnc(-c2ccccc2)o1	10%	-6%	12	-12%	·	3%	25
CNC(=O)c1c(NC(=O)CCS(=O)(=O)c2ccc(F)cc2)sc(C)c1C	·	4%	·	-1%	-23%	2%	·
O=C(Nc1cccc(C(F)(F)F)c1)C1(c2ccccc2)CC1	4%	2%	-2	21%	16%	27%	-7
Cc1ccc(CS(=O)(=O)Cc2ccc(C(=O)N3CCC4(CC3)OCCO4)o2)cc1	-5%	0%	-6	-1%	0%	7%	7
CCN1CCN(c2nc(Nc3ccc(C)c(C)c3)nc(N)c2[N+](=O)[O-])CC1	2%	2%	-4	?	?	?	-13
CCc1cc2c(=O)[nH]c(-c3ccncc3)nc2s1	-5%	-21%	3	?	26%	-7%	-9
CN1CCN(C(=O)C2CCC(=O)N(Cc3cccc(C(F)(F)F)c3)C2)CC1 (centres undefined)	-7%	9%	4	-21%	3%	-11%	-17
COc1cc(OC)c(NC(=O)Cn2cccc2)cc1Cl	1%	0%	-2	?	55%[activator]	-6%	-9
Cc1ccc(S(=O)(=O)NCc2nc3ccccc3[nH]2)cc1	-2%	-6%	5	48%[activator]	·	-1%	3
COCCOC(=O)C1=C(C)NC2=C(C(=O)CC(C)(C)C2)C1c1cc2c(cc1Br)OCO2 (centres undefined)	0%	0%	-2	-16%	·	0%	-17
Continuation.
SMILES	LmPK inhibitor	Tb PYK inh	CHX counter	Pf growth 96h	Pf growth 48h	AMA1 RON2 block	Shiga toxin inh
Cc1ccc(C2(C)NC(=O)N(CC(=O)N3CCN(S(=O)(=O)c4cccs4)CC3)C2=O)cc1 (centres undefined)	·	2%	·	-11%	?	-3%	·
O=[N+]([O-])c1ccc(C[n+]2cc(-c3ccc(Cl)c(Cl)c3)n3c2CCCCC3)cc1	4%	-2%	-2	?	?	9%	21
Cc1cccc(C)c1OCC1CNC(=O)O1 (centres undefined)	-1%	-4%	-1	-9%	-9%	3%	-7
CC(=O)Cn1cnc2scc(-c3ccc(C)c(C)c3)c2c1=O	0%	-1%	1	?	9%	0%	-14
COc1cc2c(cc1OC)C1(NCC2)C(=O)Nc2ccccc21 (centres undefined)	1%	-2%	-3	?	·	17%	-9
Nn1c(SCC(=O)Nc2ccc(F)c(F)c2)nnc1C1CCCCC1	0%	4%	-1	12µM*	-28%	4%	8
CC(C)Oc1ccc(C(CCN)C2CCCCC2)cc1 (centres undefined)	-1%	3%	-7	?	?	-5%	-19
CCOC(=O)C1(CCCc2ccccc2)CCN(S(C)(=O)=O)CC1	3%	-1%	3	?	322%[activator]	6%	16
Cc1ccc(N(C(=O)c2ccc(S(=O)(=O)N(C)C)cc2)C2C=CS(=O)(=O)C2)cc1 (centres undefined)	3%[11.5 µM]	-11%	-2	-3%	3%	7%	-15
CCOc1ccc(C(=S)N2CCOCC2)cc1OC	3%	-10%	2	?	6%	42%[activator]	7
Cc1sc2ncnc(NCCCO)c2c1C	0%	-4%	-1	?	·	2%	-11
CCN(CC)C(=O)C(=O)Nc1cccc(Br)c1	-18%	-1%	36*	-6%	71%[activator]	1%	106*
COc1cccc(CCNC(=O)CC2C(=O)NCCN2CC(C)(C)C)c1 (centres undefined)	3%	-3%	-4	15µM*	13%	-5%	-3
CCN1CCN(S(=O)(=O)c2ccc3ccccc3c2)CC1	-1%	1%	-5	-5%	·	-8%	2

Part of the list above, with values under each structure:
Every second line gives: LmPK inhibitor | Tb PYK inh | CHX counter | Pf growth 96h | Pf growth 48h | AMA1 RON2 block | Shiga toxin inh
Cc1ccc(N(C(=O)c2ccc(S(=O)(=O)N(C)C)cc2)C2C=CS(=O)(=O)C2)cc1 (centres undefined)
  3%[11.5 µM] | -11% | -2 | -3% | 3% | 7% | -15
CCOc1ccc(C(=S)N2CCOCC2)cc1OC
  3% | -10% | 2 | ? | 6% | 42%[activator] | 7
Cc1sc2ncnc(NCCCO)c2c1C
  0% | -4% | -1 | ? | · | 2% | -11
CCN(CC)C(=O)C(=O)Nc1cccc(Br)c1
  -18% | -1% | 36* | -6% | 71%[activator] | 1% | 106*
COc1cccc(CCNC(=O)CC2C(=O)NCCN2CC(C)(C)C)c1 (centres undefined)
  3% | -3% | -4 | 15µM* | 13% | -5% | -3

Source: PubChem BioAssay
